pCIP destab = p/CIP protein destabilization. hit rate 0.01% among 290,000. decrease of EGFP signal, % at 10 µM. Q05BA5. AID 1984. F442A p/CIP-EGFP cells, EGFP fluorescence, 16 h;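 active = EGFP signal decrease of at least 30% at 10 µM or well 3 SD below plate mean, unless failing retest; inactive = the rest, including hits failing retest or dose response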; note: some compounds called inactive have numbers as strong as hits; many of its hits are not listed in these tables
PfM18AAP inh = blocks P. falciparum M18 aspartyl aminopeptidase; recombinant PfM18AAP, H-Glu-NHMec fluorogenic cleavage; hit rate 1.2% among 290,000; inhibition, % at 7.35 µM;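 active = inhibition above the campaign mean inhibition over all tested compounds plus 3 SD, cut at about 28% in these data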;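 note: 0% = plate median of test compound wells and 100% = 2 mM ZnCl2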
IDE cell inh = cellular human IDE inhibition; inhibition, % at 5.59 µM; hit rate 0.41% among 320,000; AID 434962; P14735; HEK cells, FAbetaB cleavage, fluorescence polarization;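 active = percent inhibition above the average of all tested compounds plus 3 SD, set per screening campaign, cut at about 16% in these data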;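 note: IDE supplied by intact live HEK cells; FP after avidin binding of uncleaved biotin substrate so inhibition keeps polarization high; 0% = DMSO wells and 100% = 60 µM reference IDE inhibitor Ii1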
Target sequence (P14735 whole entry, looked up): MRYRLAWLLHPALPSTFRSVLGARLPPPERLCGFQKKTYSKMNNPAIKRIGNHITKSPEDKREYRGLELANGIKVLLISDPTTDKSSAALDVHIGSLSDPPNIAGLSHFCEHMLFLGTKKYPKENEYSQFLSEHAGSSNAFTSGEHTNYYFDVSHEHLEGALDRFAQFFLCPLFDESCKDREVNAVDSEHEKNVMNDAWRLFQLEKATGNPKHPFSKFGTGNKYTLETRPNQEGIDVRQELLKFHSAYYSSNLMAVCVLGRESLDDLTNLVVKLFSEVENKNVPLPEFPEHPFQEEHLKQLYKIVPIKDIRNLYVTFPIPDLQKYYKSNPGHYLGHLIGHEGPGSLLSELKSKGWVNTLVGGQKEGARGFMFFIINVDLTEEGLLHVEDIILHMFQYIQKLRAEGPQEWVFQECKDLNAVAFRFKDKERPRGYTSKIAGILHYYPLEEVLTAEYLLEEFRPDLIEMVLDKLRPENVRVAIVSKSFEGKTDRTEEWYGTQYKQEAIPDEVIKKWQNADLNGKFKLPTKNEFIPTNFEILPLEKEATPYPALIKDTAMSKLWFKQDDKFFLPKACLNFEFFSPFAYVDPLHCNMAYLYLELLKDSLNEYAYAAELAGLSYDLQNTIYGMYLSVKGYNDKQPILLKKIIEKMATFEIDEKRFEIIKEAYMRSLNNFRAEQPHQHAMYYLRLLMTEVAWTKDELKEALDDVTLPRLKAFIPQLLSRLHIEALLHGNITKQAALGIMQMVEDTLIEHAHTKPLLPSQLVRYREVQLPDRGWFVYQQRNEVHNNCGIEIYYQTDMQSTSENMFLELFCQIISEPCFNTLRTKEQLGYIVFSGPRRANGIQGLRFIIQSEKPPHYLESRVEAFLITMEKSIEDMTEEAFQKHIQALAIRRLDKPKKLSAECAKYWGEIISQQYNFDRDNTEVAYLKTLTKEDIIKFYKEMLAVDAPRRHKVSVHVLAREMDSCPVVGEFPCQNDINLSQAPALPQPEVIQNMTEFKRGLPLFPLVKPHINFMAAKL
GPR7 antagonist = human neuropeptides B/W receptor 1 antagonism; GPR7-expressing cells, fluorescence antagonist assay; inhibition, % at 4.4 µM; hit rate 1.1% among 290,000; AID 1861; in the data active = inhibition above about 16%, passing the limit was not always enough;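 note: cells stimulated with the agonist NPW; 0% = agonist with vehicle and 100% = vehicle without agonist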
NALP1 yeast inh = NALP1 inhibition; S. cerevisiae NALP1/ASC/caspase-1 growth, X-gal OD620, 72 h; AID 2071; inhibition, % at 10 µM; hit rate 0.61% among 280,000; in the data active = inhibition mostly above about 24%, no sharp cut-off; inactive = mostly below about 32%; note: some compounds called inactive have numbers as strong as hits
PHOSPHO1 block = inhibitors of human PHOSPHO1 phosphatase. hit rate 1.1% among 290,000. recombinant PHOSPHO1, absorbance phosphatase assay. inhibition, % at 13.3 µM. AID 1565. Q8TCT1; in the data active = inhibition above about 60%
IDE act = boosts human insulin-degrading enzyme activity in HEK cells | AID 493087 | activation, % at 5.96 µM | P14735 | FAbeta-B cleavage, fluorescence polarization; 0% vehicle, 100% cell-free pure enzyme wells | hit rate 0.073% among 340,000;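 active = activation above the mean of all tested compounds plus 3 SD, set per screening campaign, cut at about 17% in these data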
VIM-2 inh = blocks Pseudomonas aeruginosa VIM-2 metallo-beta-lactamase; inhibition, % at 5.6 µM; AID 1527; hit rate 0.89% among 290,000; purified VIM-2, nitrocefin hydrolysis, epi-absorbance fluorescence;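 active = inhibition above the mean of all tested compounds plus 3 SD, cutoff set per screening run, cut at about 7.5% in these data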;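 note: red hydrolysis product quenches plate fluorescence so inhibitors raise well fluorescence; 0% = enzyme with DMSO and 100% = DMSO without enzyme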
IMP-1 inhibitor = blocks Pseudomonas aeruginosa IMP-1 metallo-beta-lactamase | purified IMP-1, nitrocefin hydrolysis, epi-absorbance fluorescence | inhibition, % at 5.6 µM | hit rate 0.45% among 290,000;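 active = inhibition above the mean plus 3 SD of all compounds in the same screening run, cut at about 4.5% in these data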;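 note: 0% = IMP-1 with DMSO and 100% = DMSO wells lacking enzyme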
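System: purified IMP-1 / Input: IMP-1 dispensed at 0.2 nM / Medium: 50 mM HEPES pH 7.1, 50 µM ZnSO4, 0.05% Brij 35 / Timing: 15 min enzyme–compound preincubation, then 25 min nitrocefin reaction, 25 °C / Technique: plate fluorescence quenching by hydrolysis product, ex 480/em 530 nm / Repeats: singlicate testing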
* = called active by the depositor.

`O=C1c2cccnc2-c2ncccc21` gave pCIP destab 8, PfM18AAP inh -4, IDE cell inh 7, GPR7 antagonist -12, NALP1 yeast inh 9, PHOSPHO1 block 42, IDE act 3, VIM-2 inh -0.4 and IMP-1 inhibitor -3.5.
CC(C(=O)Nc1ccc2c(c1)OCO2)c1ccc([N+](=O)[O-])cc1 (stereo unspecified) was read as pCIP destab -25, PfM18AAP inh -8, IDE cell inh 1, GPR7 antagonist 5, NALP1 yeast inh 9, PHOSPHO1 block 17, IDE act 0, VIM-2 inh -0.2 and IMP-1 inhibitor -3.0.
Screening CCOC(=O)N1CCN(CCC(=O)Nc2ccc(OC)cc2OC)CC1 returned pCIP destab -2, PfM18AAP inh -2, IDE cell inh 1, GPR7 antagonist -2, NALP1 yeast inh 0, PHOSPHO1 block -32, IDE act 8, VIM-2 inh -2.5 and IMP-1 inhibitor -1.4.
Screening CCc1sc(C(=O)Nc2ncccc2C)cc1C returned pCIP destab -9, PfM18AAP inh -6, IDE cell inh -17, GPR7 antagonist -9, NALP1 yeast inh 18, PHOSPHO1 block 23, IDE act 5, VIM-2 inh -0.4 and IMP-1 inhibitor -1.1.
Screening Cc1ccn2cc(CCNS(=O)(=O)c3ccc4c(c3)CCCC4)nc2c1 returned pCIP destab -3, PfM18AAP inh -8, IDE cell inh 4, GPR7 antagonist -4, NALP1 yeast inh 22, PHOSPHO1 block 4, IDE act 4, VIM-2 inh 0.2 and IMP-1 inhibitor -3.4.
`O=C(Nc1ccccc1)c1cccc(N2C(=O)CCC2=O)c1` gave pCIP destab -8, PfM18AAP inh -1, IDE cell inh -1, GPR7 antagonist 0, NALP1 yeast inh 15, PHOSPHO1 block -11, IDE act 1, VIM-2 inh -1.9 and IMP-1 inhibitor -4.2.
For CC(=O)NNc1ncnc2c1cnn2-c1ccc(C)cc1 the results were pCIP destab 5, PfM18AAP inh 7, IDE cell inh 6, GPR7 antagonist -5, NALP1 yeast inh -13, PHOSPHO1 block -5, IDE act 3, VIM-2 inh -0.5 and IMP-1 inhibitor -2.8.
For Cc1ccc(-c2c(C(=O)NCc3ccccc3)oc(=O)c3ccccc23)cc1 the results were pCIP destab -12, PfM18AAP inh -4, IDE cell inh 1, GPR7 antagonist 6, NALP1 yeast inh 34, PHOSPHO1 block 10, IDE act 4, VIM-2 inh 1.7 and IMP-1 inhibitor -1.7.
For CCOC(=O)CN(C(=O)CN1CCC(n2nnc3cc(C)ccc32)CC1)c1ccccc1 the results were pCIP destab 5, PfM18AAP inh -4, IDE cell inh -6, GPR7 antagonist -3, NALP1 yeast inh 17, PHOSPHO1 block 30, IDE act 4, VIM-2 inh 1.7 and IMP-1 inhibitor -0.9.
C=C(C)CN(CC)C(=O)CC1C(=O)NCCN1CC(C)(C)C (stereo unspecified) was read as pCIP destab 6, PfM18AAP inh 2, IDE cell inh -4, GPR7 antagonist -2, PHOSPHO1 block 3, IDE act 6, VIM-2 inh 0.7 and IMP-1 inhibitor -1.5.
Screening COc1ccc(S(=O)(=O)N2CCNC(=O)CC2)cc1 returned pCIP destab 1, PfM18AAP inh 0, IDE cell inh 6, GPR7 antagonist 4, NALP1 yeast inh 8, PHOSPHO1 block 36, IDE act -4, VIM-2 inh -4.9 and IMP-1 inhibitor -3.6.
`OCCC1CN(Cc2cnc(-c3ccc(Cl)cc3)nc2)CCN1C1CCCC1` (stereo unspecified) gave pCIP destab -8, PfM18AAP inh -3, IDE cell inh -1, GPR7 antagonist -6, NALP1 yeast inh -6, PHOSPHO1 block 32, IDE act 2, VIM-2 inh -2.6 and IMP-1 inhibitor -2.0.

Taken from the entries so far for reference:
Screening COc1ccc(S(=O)(=O)N2CCNC(=O)CC2)cc1 returned pCIP destab 1, PfM18AAP inh 0, IDE cell inh 6, GPR7 antagonist 4, NALP1 yeast inh 8, PHOSPHO1 block 36, IDE act -4, VIM-2 inh -4.9 and IMP-1 inhibitor -3.6.
`OCCC1CN(Cc2cnc(-c3ccc(Cl)cc3)nc2)CCN1C1CCCC1` (stereo unspecified) gave pCIP destab -8, PfM18AAP inh -3, IDE cell inh -1, GPR7 antagonist -6, NALP1 yeast inh -6, PHOSPHO1 block 32, IDE act 2, VIM-2 inh -2.6 and IMP-1 inhibitor -2.0.

(listing goes on)
CCN(CC)S(=O)(=O)c1ccc(C(=O)Oc2coc(CSc3nc(C)cc(C)n3)cc2=O)cc1 was read as pCIP destab -13, PfM18AAP inh -10, IDE cell inh 3, GPR7 antagonist -9, NALP1 yeast inh 28, PHOSPHO1 block 21, IDE act 2, VIM-2 inh -2.0 and IMP-1 inhibitor -2.5.
`COc1ccc2cc(C3C(C#N)=C(N)OC(C)=C3C(C)=O)c(Cl)nc2c1` (stereo unspecified) gave pCIP destab 3, PfM18AAP inh 3, IDE cell inh -3, GPR7 antagonist -7, NALP1 yeast inh -5, PHOSPHO1 block 40, IDE act 1, VIM-2 inh -1.9 and IMP-1 inhibitor -1.2.
O=C(CCN1CCN(c2ccccc2)CC1)Nc1cccc(Br)c1 was read as pCIP destab 3, PfM18AAP inh -3, IDE cell inh 0, GPR7 antagonist -4, NALP1 yeast inh 6, PHOSPHO1 block 33, IDE act -3, VIM-2 inh -1.9 and IMP-1 inhibitor -0.4.
`CCOn1c(=O)c(-c2ccc(OC)cc2)[n+]([O-])c2ccccc21` gave pCIP destab -15, PfM18AAP inh 9, IDE cell inh 4, GPR7 antagonist 11, NALP1 yeast inh 16, PHOSPHO1 block 6, IDE act -3, VIM-2 inh 1.6 and IMP-1 inhibitor 2.2.
For COc1cccc(Nc2nc(NCCO)c3ccccc3n2)c1 the results were pCIP destab 0, PfM18AAP inh -1, IDE cell inh 2, GPR7 antagonist 9, NALP1 yeast inh 23, PHOSPHO1 block 14, IDE act 3, VIM-2 inh 2.7 and IMP-1 inhibitor -4.6.
Screening O=C(CCc1ccccc1)Nc1nnc(-c2ccc3c(c2)CCCC3)o1 returned pCIP destab -5, PfM18AAP inh 8, IDE cell inh 3, GPR7 antagonist -12, NALP1 yeast inh -1, PHOSPHO1 block -5, IDE act 9, VIM-2 inh -3.1 and IMP-1 inhibitor -4.0.
`Cc1nn(C)c(C(=O)N/N=C/c2cccnc2)c1Cl` gave pCIP destab -15, PfM18AAP inh 2, IDE cell inh -1, GPR7 antagonist -20, NALP1 yeast inh 1, PHOSPHO1 block 9, IDE act 2, VIM-2 inh -2.6 and IMP-1 inhibitor -1.5.
Screening CCN1C(C(=O)c2ccccc2)=C(Nc2ccccc2C)c2ccccc2S1(=O)=O returned pCIP destab -18, PfM18AAP inh -3, IDE cell inh 8, GPR7 antagonist -10, NALP1 yeast inh -2, PHOSPHO1 block 0, IDE act 8, VIM-2 inh -3.2 and IMP-1 inhibitor -4.1.
CC1CCCCC1NC(=O)c1cn(C)c2ccc(S(=O)(=O)N3CCOCC3)cc2c1=O (stereo unspecified) was read as pCIP destab 13, PfM18AAP inh -2, IDE cell inh 2, GPR7 antagonist -11, NALP1 yeast inh 8, PHOSPHO1 block 7, IDE act 3, VIM-2 inh -0.1 and IMP-1 inhibitor 0.2.
Screening COC(=O)Nc1ccc(S(=O)(=O)NC2CCCCC2)cc1 returned pCIP destab -13, PfM18AAP inh -10, IDE cell inh -6, GPR7 antagonist -19, NALP1 yeast inh 5, PHOSPHO1 block 17, IDE act -1, VIM-2 inh -0.6 and IMP-1 inhibitor -2.0.
For CC(C)c1ccc(NC(=O)C2C3C=CC4(O3)C2C(=O)N(CCN2CCOCC2)C4C(=O)NC2CCCCC2)cc1 (stereo unspecified) the results were pCIP destab -21, PfM18AAP inh -10, IDE cell inh -1, GPR7 antagonist -11, NALP1 yeast inh 17, PHOSPHO1 block 31, IDE act 5, VIM-2 inh -2.1 and IMP-1 inhibitor -0.9.
For CN(C(=O)CSCC(=O)O)C1CCCCC1 the results were pCIP destab 0, PfM18AAP inh -3, IDE cell inh 0, GPR7 antagonist -15, NALP1 yeast inh 10, PHOSPHO1 block -11, IDE act 4, VIM-2 inh -1.4 and IMP-1 inhibitor -3.2.

3 structures already listed, ordered by SMILES length, low to high.
Screening COC(=O)Nc1ccc(S(=O)(=O)NC2CCCCC2)cc1 returned pCIP destab -13, PfM18AAP inh -10, IDE cell inh -6, GPR7 antagonist -19, NALP1 yeast inh 5, PHOSPHO1 block 17, IDE act -1, VIM-2 inh -0.6 and IMP-1 inhibitor -2.0.
O=C(CCN1CCN(c2ccccc2)CC1)Nc1cccc(Br)c1 was read as pCIP destab 3, PfM18AAP inh -3, IDE cell inh 0, GPR7 antagonist -4, NALP1 yeast inh 6, PHOSPHO1 block 33, IDE act -3, VIM-2 inh -1.9 and IMP-1 inhibitor -0.4.
Screening O=C(CCc1ccccc1)Nc1nnc(-c2ccc3c(c2)CCCC3)o1 returned pCIP destab -5, PfM18AAP inh 8, IDE cell inh 3, GPR7 antagonist -12, NALP1 yeast inh -1, PHOSPHO1 block -5, IDE act 9, VIM-2 inh -3.1 and IMP-1 inhibitor -4.0.

(next part)
Screening COc1cc(/C=C/C(=O)NC(C)C)ccc1OCc1ccccc1 returned pCIP destab -3, PfM18AAP inh 0, IDE cell inh -3, GPR7 antagonist -8, NALP1 yeast inh 28, PHOSPHO1 block 0, IDE act 5, VIM-2 inh 0.8 and IMP-1 inhibitor -4.1.
`NC(=O)c1sc2nc(-c3ccco3)ccc2c1N` gave pCIP destab -2, PfM18AAP inh 13, IDE cell inh -3, GPR7 antagonist -4, NALP1 yeast inh -8, PHOSPHO1 block 40, IDE act -2, VIM-2 inh 11* and IMP-1 inhibitor 1.0.
CN1CCN(NC(=O)C23CC4CC(CC(C4)C2)C3)CC1 was read as pCIP destab -1, PfM18AAP inh 5, IDE cell inh 1, GPR7 antagonist -14, NALP1 yeast inh 24, PHOSPHO1 block -14, IDE act 0, VIM-2 inh -1.1 and IMP-1 inhibitor -1.0.
Screening COc1cccc(NC(=S)N/N=C2/CCCCc3ccccc32)c1 returned pCIP destab 1, PfM18AAP inh 5, GPR7 antagonist -5, NALP1 yeast inh 41, PHOSPHO1 block 1, IDE act 0, VIM-2 inh -3.7 and IMP-1 inhibitor -3.7.
For CN(C(=O)c1ccc(=O)[nH]c1)C1(C(=O)NC2CCCCC2)CCCCC1 the results were pCIP destab -2, PfM18AAP inh -7, IDE cell inh -10, GPR7 antagonist -7, NALP1 yeast inh -1, PHOSPHO1 block -6, IDE act 2, VIM-2 inh -4.2 and IMP-1 inhibitor -2.2.
`CCCCn1c(-c2csc3c2CCC(C)C3)n[nH]c1=S` (stereo unspecified) gave pCIP destab -1, PfM18AAP inh 3, IDE cell inh 3, GPR7 antagonist 2, NALP1 yeast inh -30, PHOSPHO1 block 84*, IDE act -22, VIM-2 inh -0.3 and IMP-1 inhibitor -1.9.
COc1ccc(OCC(=O)Nc2ccccc2OC)cc1 was read as pCIP destab -7, PfM18AAP inh -5, IDE cell inh -7, GPR7 antagonist -4, NALP1 yeast inh -5, PHOSPHO1 block -22, IDE act 4, VIM-2 inh -0.2 and IMP-1 inhibitor -1.1.
CCCCn1c(=O)c(CCC(=O)OCC(=O)Nc2cc(Cl)ccc2OC)nc2ccccc21 was read as pCIP destab -2, PfM18AAP inh -7, IDE cell inh 0, GPR7 antagonist -8, NALP1 yeast inh 26, PHOSPHO1 block 3, IDE act 0, VIM-2 inh -0.7 and IMP-1 inhibitor -2.0.
Screening CC(=O)OCCN1C(=O)c2cccnc2C1=O returned pCIP destab -6, PfM18AAP inh -3, IDE cell inh 6, GPR7 antagonist -5, NALP1 yeast inh -9, PHOSPHO1 block 43, IDE act 4, VIM-2 inh -4.0 and IMP-1 inhibitor -6.2.

Source: PubChem
